HTRA1 inhibitor: blocks human HTRA1 serine peptidase; 340,000 tested, 0.5% active; inhibition, % at 5.96 µM; AID 504803; recombinant HTRA1, FP-rhodamine activity-based probe, fluorescence polarization; Q92743; in the data active means inhibition above about 36%;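 further: 0% = enzyme with DMSO and 100% = wells lacking enzyme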
GC-B act: GC-B (human) receptor activation. P20594. HEK293-GC-B cells, CNP EC30, cGMP TR-FRET; 0% at EC30 CNP, 100% saturating CNP. activation, % at 10 µM. 370,000 tested, 0.11% active. AID 1920062;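 active means activation at 10 µM reaching about 35% in either raw or pattern-adjusted values, limit read from the data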
ARFGAP1 inhibitor: inhibitors of rat ARFGAP1; Q62848; Arfgap1-stimulated ARF1 GTP hydrolysis, GDP FP detection; inhibition, % at 16.5 µM; 360,000 tested, 0.26% active; AID 651572;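 active means inhibition above a per-plate limit, mean inhibition of low control wells plus 3 SD, cut at about 25% in these data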;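 further: 0% = DMSO wells with enzyme and 100% = wells lacking Arfgap1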
Target sequence (Q62848 1-136 limits assumed): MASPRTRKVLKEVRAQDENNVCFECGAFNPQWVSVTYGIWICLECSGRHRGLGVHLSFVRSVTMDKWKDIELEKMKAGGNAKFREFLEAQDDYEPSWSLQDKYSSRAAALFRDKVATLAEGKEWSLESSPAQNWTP
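System: truncated rat Arfgap1 GAP domain / Medium: HEPES-based buffer, pH 7.5 / Also added: N-terminally truncated human ARF1-GTP substrate / Incubation: enzyme reaction 120 min at 25 °C after 20 min preincubation / Measured by: FP of antibody-bound GDP Alexa 633 tracer, ex 620/em 688 nm / Replicates: singlicate, each compound tested once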
PG9 binder: binds the HIV-1 gp120 antibody PG9 | TR-FRET gp120-PG9 antibody binding | inhibition, % at 6.7 µM | 360,000 tested, 0.43% active; in the data active means inhibition above about 8.5%
GC-A act: GC-A (human) enzyme activation. P16066. HEK293 GC-A cells, cGMP TR-FRET, EC30 ANP; 0% at EC30 ANP, 100% saturating ANP. activation, % at 10 µM. 370,000 tested, 0.14% active; in the data active means activation above about 40%
rCAG binder: binds r(CAG) RNA repeats. r(CAG) RNA repeat, TO-PRO-1 dye displacement fluorescence. inhibition, % at 3 µM. 370,000 tested, 1.3% active. AID 651821;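 active means inhibition above the plate cutoff, the mean of all test compounds on that plate plus 3 SD, cut at about 35% in these data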;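 further: 0% = DMSO alone and 100% = 100 µM mitoxantrone as full dye displacement; higher means more dye released from RNA so lower well fluorescence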
SMARCA2 act: SMARCA2 function activation, primary screen; MG213 cells, MMTV-luciferase reporter, dexamethasone, overnight; activation, % at 9.1 µM; 370,000 tested, 1% active; in the data active means activation above about 7.8%;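 further: 0% = vehicle wells and 100% = reference activator wells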
NR1D1 modulator: modulates human Rev-erb alpha binding to DNA. P20393. Rev-erbα–FITC-DNA binding, fluorescence polarization, 90 min. activity, % at 10 µM. 370,000 tested, 0.79% active. AID 1259318;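 active means activity above about 14%, limit read from the data; passing the limit was not always enough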;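 further: 0% = DMSO wells with 35 nM protein and 100% = DMSO wells with 750 nM protein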
ABHD4 inh: inhibitors of mouse ABHD4; purified mABHD4, FP-Rh probe fluorescence polarization; Q8VD66; 370,000 tested, 0.54% active; inhibition, % at 8.92 µM; AID 720543;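 active means inhibition exceeding the mean over every tested compound plus 3 SD, cut at about 30% in these data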;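 further: 0% = plate median of compound wells and 100% = S159A mutant with DMSO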
Target sequence (Q8VD66 whole entry, looked up): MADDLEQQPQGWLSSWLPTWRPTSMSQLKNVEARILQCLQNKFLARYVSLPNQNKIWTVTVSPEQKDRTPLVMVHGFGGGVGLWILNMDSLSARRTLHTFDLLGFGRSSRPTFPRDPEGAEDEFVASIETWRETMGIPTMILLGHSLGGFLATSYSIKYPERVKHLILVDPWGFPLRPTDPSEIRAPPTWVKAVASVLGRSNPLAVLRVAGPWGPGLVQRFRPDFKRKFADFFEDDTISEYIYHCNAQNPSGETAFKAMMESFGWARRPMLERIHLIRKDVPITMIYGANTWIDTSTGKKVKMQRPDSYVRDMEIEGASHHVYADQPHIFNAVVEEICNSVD
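system = mouse ABHD4 enzyme, wild type | medium = HEPES pH 7.0, NaCl, Pluronic buffer | also added = FP-Rh probe | incubation = Enzyme–compound pre-incubation 45 min, then probe 60 min, both 25 °C | technique = fluorescence polarization, excitation 525 nm, emission 598 nm, BODIPY TMR filters | controls = S159A mutant high control, sample median low control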
ASAP1 GAP inh: blocks human ASAP1-stimulated Arf1 GTP hydrolysis; Q9ULH1; GDP FP detection; inhibition, % at 16.5 µM; 360,000 tested, 0.19% active; AID 624377; in the data active means inhibition above about 25%;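 further: 0% = vehicle with enzyme and substrate and 100% = no enzyme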
Target sequence (Q9ULH1 325-724 limits assumed): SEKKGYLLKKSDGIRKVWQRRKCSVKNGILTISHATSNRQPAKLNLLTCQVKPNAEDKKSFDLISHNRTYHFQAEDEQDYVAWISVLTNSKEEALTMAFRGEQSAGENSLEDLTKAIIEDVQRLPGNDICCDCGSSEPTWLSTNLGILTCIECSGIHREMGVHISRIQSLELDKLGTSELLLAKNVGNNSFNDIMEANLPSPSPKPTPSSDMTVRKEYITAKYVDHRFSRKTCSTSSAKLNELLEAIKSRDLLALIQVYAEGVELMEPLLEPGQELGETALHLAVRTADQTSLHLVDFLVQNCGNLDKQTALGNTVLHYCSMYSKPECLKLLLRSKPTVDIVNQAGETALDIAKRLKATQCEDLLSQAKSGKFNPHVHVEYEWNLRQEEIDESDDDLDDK
Active calls of the source: *; / = not tested or not shown.

SMILES	HTRA1 inhibitor	GC-B act	ARFGAP1 inhibitor	PG9 binder	GC-A act	rCAG binder	SMARCA2 act	NR1D1 modulator	ABHD4 inh	ASAP1 GAP inh
CCCCNC(=O)CC(C(=O)N1CCc2ccccc21)n1ccnc1 (centres undefined)	5	-1	5	2.4	-1	-4	-3	4	-5	-1
CCCCCn1c(CCNC(=O)c2cccs2)nc2ccccc21	-4	-8	4	-2.4	-12	-5	-3	2	0	19
Cc1ccc(-c2c(C)sc3ncn(CC(=O)N4CCOCC4)c(=O)c23)cc1C	1	10	-3	0.3	2	-4	0	3	1	-10
O=C(O)CN1C(=O)SC(Nc2ccccc2)C1=O (centres undefined)	1	-4	-10	0.6	1	-1	-1	-4	1	1
CCCC1(C(=O)OC)NC(c2ccc(OC)cc2OC)C2C(=O)N(c3cccc(C(C)=O)c3)C(=O)C21 (centres undefined)	2	3	-10	2.4	-3	1	-2	-8	3	7
NC(=O)C1CCN(C(=O)c2ccc(Cl)c(S(=O)(=O)N3CCCCCC3)c2)CC1	1	2	14	2.7	1	4	0	-2	-3	-3
CC(=O)NC(Cc1ccccc1)P(=O)(O)O (centres undefined)	/	-3	/	/	3	0	0	12	7	/
Cc1ccccc1-n1c(SCC(=O)N/N=C/c2ccccc2OCC(=O)O)nc2ccccc2c1=O	-1	-3	11	-1.0	3	24	1	-1	0	-9
O=C(NCCc1ccccn1)c1ccc(COc2ccccc2)o1	6	0	5	-2.0	-1	-4	6	3	3	2
c1cnc(Oc2ccc(-c3nnco3)cc2)cn1	-2	2	15	-0.5	3	-3	-4	7	5	4
Cc1sc2nc(C3CC3)nc(SCC(=O)N3CCCc4ccccc43)c2c1C	/	-1	-4	0.0	-3	4	-4	11	4	-5
CCOC(=O)C1CCN(C(=O)C(C)(C)NC(=O)Nc2ccc(C(F)(F)F)cc2Cl)CC1	/	-8	/	/	-5	/	/	-1	-8	/
COC(=O)CSc1nnc(-c2ccc(NS(=O)(=O)c3ccc(C)c(C)c3)cc2)o1	/	6	/	/	8	17	-3	-9	3	/
CCOC(=O)CNC(=O)CSc1nnnn1-c1cc(C)ccc1C	0	4	-1	1.1	-1	1	-1	3	2	-4
N#Cc1cccc(C(=O)OCC(=O)NCc2ccco2)c1	3	2	-6	0.5	1	5	2	1	1	-3
O=C(CN1C(=O)c2ccccc2C1=O)NCCc1c[nH]c2ccccc12	0	0	6	-2.4	5	2	1	5	3	-3
CC(C)(C)Nc1c(-c2cccs2)nc2ccccn12	1	4	-5	-0.1	-2	-5	1	1	11	-1
CN(C(=O)c1cccc(NC(=O)c2ccccc2)c1)C1CCCCC1	-9	1	5	-1.1	-4	-6	2	-2	6	0
COC(=O)C1(C(=O)OC)c2ncccc2N(S(=O)(=O)c2ccc(C)cc2)C1CC(=O)c1ccccc1 (centres undefined)	/	-2	7	1.3	1	2	-3	-8	-2	7
Cc1ccc(/C(O)=C2\C(=O)C(=O)N(C)C2c2ccccc2)cc1 (centres undefined)	-1	-3	1	1.4	-2	0	0	6	1	3
COc1cccc(C2c3c(oc4ccc(F)cc4c3=O)C(=O)N2CCCN2CCOCC2)c1 (centres undefined)	3	1	16	-3.0	4	4	-1	-5	5	-9
COc1cccc(/C=N/n2c(COc3ccccc3)n[nH]c2=S)c1O	15	-6	-3	0.0	-4	10	-1	-4	2	-7
CCN(CC(=O)NCc1cccs1)C(=O)Cc1ccc(C)c(C)c1	1	7	-7	-1.0	3	-1	-1	-2	-3	-7
O=C(Nc1ccc2c(c1)OCO2)c1cc(C2CCCCN2C(=O)c2ccc3c(c2)CCO3)on1 (centres undefined)	/	-2	0	-1.6	-5	2	-1	9	-5	6
COc1ccc(-c2oc(=O)c3cc(OC)c(OC)cc3c2C(F)(F)F)cc1	-1	-3	-1	3.3	0	1	1	2	-4	4
SMILES	HTRA1 inhibitor	GC-B act	ARFGAP1 inhibitor	PG9 binder	GC-A act	rCAG binder	SMARCA2 act	NR1D1 modulator	ABHD4 inh	ASAP1 GAP inh
CCCN1CCN(C(=O)c2ccc(CS(=O)c3ccc(Br)cc3)o2)CC1 (centres undefined)	2	6	9	0.2	2	1	1	6	-1	-6
CCOc1ccccc1/C=C(\NC(=O)c1ccccc1)C(=O)NCCC(=O)O	-2	10	2	1.0	-3	-2	-1	-8	10	1
CC(=O)c1ccc(NC(=S)NNC(=O)NC2CCCCC2)cc1	-1	-1	3	0.8	2	4	-3	-4	-3	0
O=C(O[C@@H]1[C@H](Cc2ccccc2)NS(=O)(=O)[C@H]2C[C@@H]3C=C[C@]12O3)c1ccccc1Br	-19	-4	-6	-0.5	-3	6	-1	4	-6	11
C#CC1CCCCC1NC(=O)Nc1cnccc1C(F)(F)F (centres undefined)	10	-1	4	-0.3	1	1	-1	4	0	14
CCNC(=O)c1cc2c(c(-c3cccc(-c4cncnc4)c3)n1)[C@H](CCO)N(C(C)=O)C2	/	-3	6	0.6	4	-1	2	-1	-1	-5
CCOc1ccc(C2Oc3nc(SC)nnc3-c3ccccc3N2C(C)=O)cc1OC (centres undefined)	1	3	-1	-0.9	-2	1	-1	-6	7	4
Cc1ccc(/C=N/Nc2nc3ccccc3s2)o1	8	-8	5	-1.6	-1	8	2	-2	14	2
O=C(N1CCC(O)(c2cccnc2)CC1)C12CC3CC(CC(C3)C1)C2	1	2	4	0.2	-2	-6	-6	-1	5	11
CCOC(=O)c1cnn(-c2ccc(Cl)cc2)c1C1CCN(C(=O)OC(C)(C)C)CC1	-8	6	-11	-1.4	4	-8	0	0	8	10
CCNC(=O)C1CCCN(C(=O)c2ccc(OC)cc2)CC1 (centres undefined)	/	3	11	1.3	2	0	-2	-6	0	5
O=C(Nc1ncn[nH]1)c1ccc([N+](=O)[O-])cc1[N+](=O)[O-]	2	-6	0	-2.3	1	5	-3	5	1	4
CCOc1ccc(C(CC(=O)O)n2cnnn2)cc1 (centres undefined)	2	3	-1	-0.7	-5	0	0	2	0	5
CCOC(=O)C1(C(=O)OCC)C(C(=O)c2ccccc2)C1c1ccccc1 (centres undefined)	-17	-5	11	-0.2	-15	-2	-7	9	-4	-6
O=C(Nc1ccc(SC(F)F)cc1)c1ccc2nccnc2c1	-27	-5	-7	1.4	14	7	-2	1	-9	-7
Cc1cc(NC(=O)CN2C(=O)/C(=C/c3ccccc3F)SC2=S)no1	-19	4	1	1.6	-15	10	-2	2	-17	-5
CCC(C)N=CC1=C(O)CC(c2ccccc2)CC1=O (centres undefined)	0	0	1	-0.4	3	-5	1	1	-11	-2
COc1cc2ccccc2cc1C(=O)NC1CCC(C)CC1 (centres undefined)	-28	1	6	-2.8	-1	-3	12*	0	5	-22
COc1cc(NC(=O)c2ccc(Br)o2)ccc1NC(=O)c1ccccc1Cl	-15	-1	4	-1.3	5	5	-2	-1	-10	-6
Cc1cccc(C)c1NC(=O)C(CCc1ccccc1)n1c(=O)c(-c2ccccc2)nc2ccccc21 (centres undefined)	/	3	10	-3.8	3	10	5	-6	-33	1
Cc1ccc(S(=O)(=O)N(C)C)cc1NC(=O)CSc1ccc2c(c1)OCCO2	7	-1	5	0.4	0	-4	-1	2	3	-6
COCc1ccc(C(=O)N2CCC(CCC(=O)Nc3cccc(C)c3)CC2)s1	0	-4	9	-1.0	-3	-9	-5	-3	-4	-7
O=C1CCCCC1(c1ccccc1)c1ccccc1	7	-1	-6	0.7	-2	-1	0	2	-4	-2
N/C(=N\OC(=O)Cc1ccc(-c2ccccc2)cc1)c1ccccn1	-10	-2	11	0.9	12	-6	0	-2	-11	11
CN(C)c1nc(-c2ccccc2)ncc1S(=O)(=O)c1ccccc1	-10	3	9	-0.6	4	-2	-1	2	-1	4

Rewritten as a markdown table: entries from further up
| SMILES | HTRA1 inhibitor | GC-B act | ARFGAP1 inhibitor | PG9 binder | GC-A act | rCAG binder | SMARCA2 act | NR1D1 modulator | ABHD4 inh | ASAP1 GAP inh |
| --- | --- | --- | --- | --- | --- | --- | --- | --- | --- | --- |
| O=C(Nc1ccc(SC(F)F)cc1)c1ccc2nccnc2c1 | -27 | -5 | -7 | 1.4 | 14 | 7 | -2 | 1 | -9 | -7 |
| Cc1cc(NC(=O)CN2C(=O)/C(=C/c3ccccc3F)SC2=S)no1 | -19 | 4 | 1 | 1.6 | -15 | 10 | -2 | 2 | -17 | -5 |
| CCC(C)N=CC1=C(O)CC(c2ccccc2)CC1=O (centres undefined) | 0 | 0 | 1 | -0.4 | 3 | -5 | 1 | 1 | -11 | -2 |
| COc1cc2ccccc2cc1C(=O)NC1CCC(C)CC1 (centres undefined) | -28 | 1 | 6 | -2.8 | -1 | -3 | 12* | 0 | 5 | -22 |

(more compounds)
SMILES	HTRA1 inhibitor	GC-B act	ARFGAP1 inhibitor	PG9 binder	GC-A act	rCAG binder	SMARCA2 act	NR1D1 modulator	ABHD4 inh	ASAP1 GAP inh
CC1(C(=O)NS(=O)(=O)c2ccccc2)CCN1C(=O)Cc1cccs1 (centres undefined)	/	8	1	2.7	-1	0	-3	6	6	-13
Oc1c(Br)cc(Br)cc1/C=N/Nc1ccc(Cl)nn1	31	-4	-5	0.4	-7	1	-2	-4	4	10
Cn1nc(C(=O)N2CCN(S(=O)(=O)c3ccc(Cl)cc3)CC2)c2ccccc2c1=O	-3	-2	14	0.3	1	-4	-2	2	1	4
CCc1ccc(NC(=O)c2ccc3c(c2)C(=O)N(CCOC)C3Nc2ccc(CC)cc2)cc1 (centres undefined)	1	3	6	-1.4	2	6	1	5	-1	-4
O=S(=O)(Oc1ccc(C(=S)N2CCOCC2)cc1)c1ccc(Cl)cc1	-7	1	1	0.1	1	-3	1	1	-2	-1
COc1ccc(N(CC(=O)Nc2ccc(F)cc2F)S(=O)(=O)c2c(C)nn(C)c2C)cc1	-2	-7	7	0.3	0	-1	-1	-1	9	-3
CC1CCCCN1CCCNC(=O)c1ccc(Br)cc1 (centres undefined)	-2	4	15	0.2	0	6	0	0	7	7
COc1cc(/C=N/N=C(/N)c2nonc2N)cc(Br)c1OCc1ccccc1C	-38	2	0	2.5	0	15	-3	3	-17	-13
Cc1cc(NC(=O)c2cc(-c3ccc(OC(C)C)cc3)nc3ccccc23)no1	-21	7	3	2.4	13	15	2	0	-3	3
Cc1cc(SCC(=O)NC(=O)NCc2ccco2)nc2c(C)cccc12	-26	3	5	2.5	0	7	0	-8	1	-6
COc1ccc(CNC(=O)C2CCCN(S(=O)(=O)c3cc(C)ccc3OC)C2)cc1 (centres undefined)	0	0	-4	-3.7	0	-3	-2	-3	-4	-2
COc1cccc(C(c2sc3ncnn3c2O)N2CCN(C(=O)c3ccco3)CC2)c1 (centres undefined)	1	3	-2	1.6	5	3	1	3	7	7
COc1cccc(C(=O)NCc2ccc3c(c2)OCO3)c1	3	2	-10	1.7	2	4	-4	4	-1	-2
CCCCNS(=O)(=O)CCNCc1ccco1	8	-8	1	-2.0	2	-1	-2	-5	-1	-12
COc1ccc(OCC(O)CNC(=O)c2ccc(OC)cc2)cc1 (centres undefined)	2	4	6	0.8	6	-5	2	3	-13	13

Gathered by group: the compounds so far containing a tert-butyl group
SMILES	HTRA1 inhibitor	GC-B act	ARFGAP1 inhibitor	PG9 binder	GC-A act	rCAG binder	SMARCA2 act	NR1D1 modulator	ABHD4 inh	ASAP1 GAP inh
CC(C)(C)Nc1c(-c2cccs2)nc2ccccn12	1	4	-5	-0.1	-2	-5	1	1	11	-1
CCOC(=O)c1cnn(-c2ccc(Cl)cc2)c1C1CCN(C(=O)OC(C)(C)C)CC1	-8	6	-11	-1.4	4	-8	0	0	8	10
